PLCg1 inh: inhibitors of human phospholipase C gamma1 | purified PLC-gamma1, fluorogenic substrate, fluorescence | inhibition, % at 12.2 µM | 370,000 compounds, 0.84% hits | AID 720700; in the data active = inhibition above about 9.5%
ADAM17 inh: inhibitors of human ADAM17; P78536; recombinant ADAM17, EDANS/DABCYL FRET peptide cleavage; inhibition, % at 6.95 µM; 370,000 compounds, 0.83% hits;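 active = inhibition above the mean of compounds lying between control limits plus 3 SD, set per campaign, cut at about 8.5% in these data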;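 also: 0% = DMSO-only wells as the low control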
DAX1 inh-1: DAX1 (NR0B1) inhibition, primary screen; HEK293T StAR-luciferase reporter, SF-1/DAX-1 repression relief; inhibition, % at 6.8 µM; 370,000 compounds, 1.1% hits; AID 652010;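 active = inhibition above the mean over all tested compounds plus 3 SD, cut at about 3.6% in these data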;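 also: 0% = DAX-1 cells with DMSO and 100% = cells lacking DAX-1 with DMSO; higher inhibition means more luminescence from relief of DAX-1 repression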
ADAM10 inh: ADAM10 inhibition, QFRET primary screen. 370,000 compounds, 0.62% hits. O14672. inhibition, % at 7 µM. recombinant ADAM10, EDANS/DABCYL FRET peptide cleavage, 3 h. AID 720582;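 active = inhibition above a per-campaign cutoff equal to the mean of compounds falling between control-based bounds plus 3 SD, cut at about 20% in these data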;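 also: 0% = DMSO wells while the 100% control is not disclosed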
hcDAF12 agonist: activators of H. contortus DAF-12 nuclear receptor; AID 652067; activation, % at 6.8 µM; 370,000 compounds, 1.4% hits; HEK293 hcDAF-12 lit1-tk-luc reporter, luminescence; 0% DMSO, 100% Δ7-dafachronic acid;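 active = activation above the mean of all tested compounds plus 3 SD, cut at about 5.5% in these data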;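 also: 100% = response to 3 µM Δ7-dafachronic acid high control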
hgDAF12 agonist: agonists of H. glycines DAF-12 nuclear receptor | HEK293 GAL4-hgDAF12 UAS-luciferase reporter, agonist luminescence; normalized to butyrate control | activation, % at 6.8 µM | 370,000 compounds, 1.8% hits;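 active = activation above a cutoff set at the mean of all screened compounds plus 3 SD, cut at about 10% in these data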;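 also: 0% = DMSO wells and 100% = sodium butyrate wells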
DAX1 inh-2: inhibitors of human orphan nuclear receptor DAX1 (NR0B1); P51843; HEK293 Gal4-DAX1 luciferase reporter, luminescence; inhibition, % at 6.75 µM; 340,000 compounds, 0.99% hits; AID 504766;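 active = inhibition above the mean over all tested compounds plus 3 SD, cut at about 4.2% in these data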;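 also: 0% = DAX1-transfected cells with DMSO and 100% = empty-vector control cells with DMSO; inhibition shows as a rise in luminescence from relieved DAX1 repression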
Target sequence (P51843 207-470 limits assumed): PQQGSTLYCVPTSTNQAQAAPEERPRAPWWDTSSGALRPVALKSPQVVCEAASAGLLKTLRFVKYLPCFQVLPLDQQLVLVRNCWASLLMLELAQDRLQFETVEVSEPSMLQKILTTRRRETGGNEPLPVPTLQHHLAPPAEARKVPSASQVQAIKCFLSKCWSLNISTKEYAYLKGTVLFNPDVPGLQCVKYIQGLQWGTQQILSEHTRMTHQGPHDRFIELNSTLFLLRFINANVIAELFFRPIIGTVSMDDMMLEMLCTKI
PLCb3 inh: blocks human PLC-beta3 enzyme activity; Q01970; Purified PLC-beta3, fluorogenic substrate, fluorescence; inhibition, % at 12.2 µM; 370,000 compounds, 0.18% hits; AID 720704; in the data active = inhibition above about 11%;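 also: 0% = median of compound wells on plate and 100% = full blocker control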
FXN GAA850 act: frataxin GAA850 promoter activation | HEK293 lucGAA850 FXN promoter luciferase reporter, 24 h; percent of 10 µM SAHA response | activation, % at 6 µM | 360,000 compounds, 0.56% hits | AID 540364;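 active = activation above the average of all compounds screened plus 3 SD, cutoff fixed separately per campaign, cut at about 7.5% in these data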;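 also: 0% = DMSO wells and 100% = 10 µM SAHA wells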
ssDAF-12 act: activates DAF-12 receptor from parasite S. stercoralis; HEK293 ssDAF-12/GRIP1 lit1-tk-luc reporter, luminescence; % of 3 µM dafachronic acid response; activation, % at 6.8 µM; 370,000 compounds, 1% hits; AID 652126;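 active = activation above the mean over all tested compounds plus 3 SD, cut at about 0.9% in these data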;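 also: 0% = DMSO-only wells and 100% = 3 µM delta7-dafachronic acid wells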
sPLA2-III inh: Blocks human group III sPLA2 activity; 370,000 compounds, 0.56% hits; QFRET BODIPY PC-A2 liposome hydrolysis, fluorescence; AID 743126; inhibition, % at 12.2 µM; Q9NZ20;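 active = inhibition above mean plus 3 SD of compounds lying within the high and low control bounds, cut at about 19% in these data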;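 also: 0% = median of test compound wells and 100% = no enzyme DMSO wells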
Target sequence (Q9NZ20 whole entry, looked up): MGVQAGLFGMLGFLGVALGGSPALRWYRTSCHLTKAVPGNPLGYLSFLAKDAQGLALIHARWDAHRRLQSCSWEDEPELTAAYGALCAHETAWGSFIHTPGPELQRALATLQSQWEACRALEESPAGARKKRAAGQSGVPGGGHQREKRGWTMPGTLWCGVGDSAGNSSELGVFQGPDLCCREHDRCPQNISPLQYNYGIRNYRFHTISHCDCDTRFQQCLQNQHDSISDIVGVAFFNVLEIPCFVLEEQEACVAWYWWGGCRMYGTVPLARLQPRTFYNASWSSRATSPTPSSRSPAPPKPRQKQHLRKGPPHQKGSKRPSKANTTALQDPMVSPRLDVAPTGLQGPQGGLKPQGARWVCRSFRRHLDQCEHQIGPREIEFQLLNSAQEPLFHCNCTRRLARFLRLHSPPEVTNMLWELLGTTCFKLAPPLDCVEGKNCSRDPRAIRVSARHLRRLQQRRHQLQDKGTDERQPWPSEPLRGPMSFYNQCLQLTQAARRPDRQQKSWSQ
An asterisk follows results filed as active; i = inactive; x = not tested or not shown.

Start of the data: the first two entries, to show the layout:
SMILES	PLCg1 inh	ADAM17 inh	DAX1 inh-1	ADAM10 inh	hcDAF12 agonist	hgDAF12 agonist	DAX1 inh-2	PLCb3 inh	FXN GAA850 act	ssDAF-12 act	sPLA2-III inh
COC(=O)c1nnn(-c2cc(Cl)cc(Cl)c2)c1C(=O)OC	2	0	0.4	-8	-0.9	-1.3	0.5	-7	0.0	-1.9	0
CCOCCOC(=O)c1ccc(NC(=O)C2COc3ccccc3O2)cc1 (stereo not given)	2	0	-0.2	-2	-0.2	1.9	-1.1	-5	4.2	-0.9	-2

The whole of this part, from the first entry:
SMILES	PLCg1 inh	ADAM17 inh	DAX1 inh-1	ADAM10 inh	hcDAF12 agonist	hgDAF12 agonist	DAX1 inh-2	PLCb3 inh	FXN GAA850 act	ssDAF-12 act	sPLA2-III inh
COC(=O)c1nnn(-c2cc(Cl)cc(Cl)c2)c1C(=O)OC	2	0	0.4	-8	-0.9	-1.3	0.5	-7	0.0	-1.9	0
CCOCCOC(=O)c1ccc(NC(=O)C2COc3ccccc3O2)cc1 (stereo not given)	2	0	-0.2	-2	-0.2	1.9	-1.1	-5	4.2	-0.9	-2
Cc1cccc(-n2ncc(C(=O)NC3CCCC3)c2C2CCN(C(=O)OC(C)(C)C)CC2)c1	2	-1	-0.6	-2	-0.8	-1.1	0.5	-4	0.4	-0.4	3
Cc1nc(N)nc(-c2ccccc2O)n1	-15	0	0.1	-11	-0.5	2.2	-0.8	-17	4.0	-1.6	3
Clc1ccc(OCCn2ccnc2)cc1Cl	7	1	0.3	11	-2.3	1.3	0.1	0	0.7	-1.4	-12
O=C(CSc1ccccc1)N/N=C/c1ccccc1O	2	0	-0.1	-14	-0.3	-1.7	0.9	-4	-0.2	-1.4	-2
CCN1CCN(Cc2c(O)c(Cl)cc3c(C)cc(=O)oc23)CC1	i	i	-0.3	i	1.3	-0.5	-0.8	i	0.3	-0.8	-3
CCCCCCSc1ccc([C@@H]2[C@H]3C(=O)N(C)C(=O)[C@H]3[C@]3(C(=O)OC)CCCCN23)cc1OC	-3	1	0.0	6	-1.8	1.6	-0.1	-2	-0.5	-0.9	-11
CN1CCN(c2ccccc2NC(=O)COc2ccc(Cl)cc2)CC1	0	0	-1.6	0	-1.0	4.8	-0.1	-8	3.0	-1.7	-2
CC(=O)c1sc(NC(=O)CCOc2ccccc2)nc1C	-1	-6	0.1	-1	2.8	4.7	0.6	-1	3.3	-0.6	3
COc1ccc2[nH]c3c(c2c1)CCN1C(=O)N([C@@H](C)C(=O)NCc2ccc(C)cc2)C(=O)[C@]31C	-2	0	-0.7	-8	1.5	-1.1	0.8	-3	2.3	-1.0	-20
COc1ccc(Nc2ncnc3c2cnn3-c2ccccc2)cc1OC	-7	-2	-0.1	2	-0.9	3.3	-0.4	-9	1.2	-0.3	0
COc1ccc(CNS(=O)(=O)c2ccc3c(c2)NC(=O)CS3)cc1	-4	-2	0.0	-3	-0.3	0.0	1.0	-3	0.3	-1.3	3
CC(C)[C@H](N)C(=O)N[C@@H](Cc1ccccc1)C(=O)N1CCC2CCN(S(=O)(=O)c3ccccc3)CC21 (stereo not given in full)	4	-1	-0.1	-4	-1.5	4.5	x	1	x	-1.6	5
O=c1ccnc(Nc2ccc3c(c2)OCCO3)[nH]1	4	0	-0.6	5	-2.3	0.2	x	3	-0.1	-0.4	2
O=C(Nc1ccc(N2CCOCC2)c(Cl)c1)c1cccc(F)c1	1	-3	1.9	-6	4.1	14*	0.6	2	5.5	0.4	0
Cc1cc2ncn(C3CC(=O)N(Cc4ccccc4)C3=O)c2cc1C (stereo not given)	1	-4	-0.2	-2	-0.5	0.0	0.5	-2	0.9	-1.5	-19
CCOc1ccc(NC(=O)CCNC(=O)Cn2cnc3ccccc3c2=O)cc1	9.6*	-4	-0.2	3	-0.2	0.5	-1.3	-9	0.8	-0.7	7
CC(C)[C@@H](C(=O)NC1CCN(Cc2ccccc2)CC1)N1C(=O)N2CCc3c([nH]c4ccccc34)[C@@]2(C)C1=O	6	1	-0.4	5	-1.4	-3.4	-0.2	8	-11	-1.2	-31
O=C(N/N=C/c1cc(Br)c(O)c(Br)c1O)c1cccnc1	-46	-7	-0.1	-9	0.4	0.0	1.4	-61	0.3	-1.2	1
COc1ccc(OC)c2c1cc(C(=O)N[C@@H](Cc1ccccc1)C(=O)O)n2C	-142	-3	0.3	-6	1.5	-0.4	-1.1	-172	0.8	-0.9	-8
CCOC(=O)c1ccc(NC(=O)c2ccc(NC(=O)C3CCCO3)cc2)cc1 (stereo not given)	0	-3	-1.2	6	-4.8	-2.0	-2.9	-4	-0.8	-1.7	-4
CCc1cccc(NC(=O)CN(c2ccc(OC)cc2)S(=O)(=O)c2c(C)n[nH]c2C)c1	14*	4	-0.3	5	-1.5	-1.6	1.4	11*	-0.1	-0.9	-30
COc1cccc(N2CCN(CC(=O)Nc3nc(C)c(C(=O)N(C)C)s3)CC2)c1	-3	2	-0.3	-3	-0.1	-1.6	0.5	-7	0.6	-1.5	10
O=C(CCC(=O)Nc1cccnc1)Nc1cccnc1	-1	-6	-0.1	-2	0.4	2.7	3.3	-3	0.7	-0.3	0
CCC(C)NS(=O)(=O)c1ccc(OCC(=O)NCc2ccc(OC)cc2)cc1 (stereo not given)	-1	-3	-0.7	-9	-1.3	-1.0	-1.5	0	0.6	-0.5	5
CCCCN1CCS(=O)(=O)N(Cc2ccc(Cl)cc2)C(C(=O)OC)C1 (stereo not given)	-2	-5	-1.0	-4	-2.9	-0.8	x	2	x	-0.9	0
CC1CC2(NC(=O)NC2=O)C(C)CN1C (stereo not given)	2	-5	-0.1	0	0.4	0.4	-1.2	2	-1.4	-1.1	3
COc1ccc2c(ccn2S(=O)(=O)c2ccccc2)c1	0	4	0.1	7	-2.0	3.2	1.3	-4	0.6	-1.7	-19
CCc1ccc([C@@H]2C[C@H]3[C@@H](CN2S(=O)(=O)c2ccc(C)cc2)C(=O)C[C@@H](c2ccc(Cl)cc2)N3S(=O)(=O)c2ccccc2C)cc1	-5	-3	0.4	-15	-1.1	0.1	0.5	-1	-1.6	-0.9	-5
Cc1cc(N2CCNC[C@@H]2C)ccc1N1C[C@@H](C)O[C@@H](C)C1	1	-4	-0.6	-3	0.6	1.4	x	2	x	-1.0	1
CC(c1ccon1)N(C)C(=O)c1cccc(OC2CCN(S(C)(=O)=O)CC2)c1 (stereo not given)	-2	-4	-1.7	-9	-2.0	-1.4	-1.4	0	-0.4	-0.7	-1
CC(C)OC(=O)c1ccc(N2C(=O)C3CC=CCC3C2=O)cc1 (stereo not given)	-1	-5	0.1	1	0.3	0.8	1.0	1	0.5	-1.1	-9
O=[N+]([O-])c1ccc(N=Cc2c(O)ccc3ccccc23)cc1	1	0	0.8	7	0.3	0.3	0.8	-4	1.8	-0.8	-3
Cc1ccccc1C(=O)NC1CC2CCCC(C1)N2CC(C)C (stereo not given)	-1	-2	1.6	2	-0.3	2.3	0.3	-2	-0.1	-1.2	4
CC(=O)Nc1cccc(NC(=O)Cc2nc(-c3ccccc3)sc2-c2ccc(C)cc2)c1	-1	4	-0.6	13	-0.8	0.2	1.2	-5	2.2	-1.4	-14
Cc1c(NC(=O)CSc2nc3ccccc3n2C)c(=O)n(-c2ccccc2)n1C	1	-2	0.4	0	0.1	-0.4	0.0	2	1.1	-0.4	0
CC1=CC(C)(C)N2C(=O)C3(C(C#N)=C(N)OC4=C3C(=O)CC(C)(C)C4)c3c(C)c(C)cc1c32 (stereo not given)	-2	-2	0.6	-1	1.3	-2.0	0.9	-1	-0.5	-1.0	7
C/C(=N\NC(=O)c1ccncc1)C12CC3CC(CC(C3)C1)C2	-1	1	0.7	-9	-0.1	-1.9	3.1	0	2.7	-0.9	15
O=C(c1cc(Br)c(Br)s1)N1CCc2ccccc2C1	-6	2	0.2	3	0.3	3.6	0.1	-6	2.0	-0.7	-2
CCn1nc(C(=O)NNC(=O)c2ccccc2)c2ccccc2c1=O	8	2	1.0	-6	-0.1	2.6	0.9	-5	2.0	-1.1	-4
Cc1cc(C)c(NC(=O)CNC(=O)c2cc([N+](=O)[O-])ccc2N2CCOCC2)c(C)c1	1	1	1.4	0	-1.4	1.6	4.2	0	-0.3	-0.6	-2
Clc1ccc(CCNc2ncnc3nc[nH]c23)cc1	0	0	-2.9	-1	-3.2	-0.7	-2.3	3	1.7	-1.7	-3
N#CCCN(C(=O)COc1ccc(Cl)cc1Cl)c1ccccc1	1	0	0.1	1	-2.5	-0.9	1.2	7	-1.3	-1.5	-4
O=C1N=C(N2CCc3ccccc3C2)S/C1=C\c1ccc(O)cc1	-54	2	-0.1	7	-2.1	0.8	-0.1	-81	0.0	-0.9	-19
Nc1sc(-c2ccccc2)c(Cc2ccccc2)c1C(=O)O	-4	-6	-0.5	0	-0.3	1.4	-0.6	-8	3.1	-1.0	3
O=C(CC1SC2=NCCN2C1=O)Nc1ccc(Cl)cc1 (stereo not given)	-1	-3	-0.7	-6	1.4	-0.8	-0.2	1	3.7	-0.4	6
CCN(C(=O)c1ccc2c(Cl)c3c(nc2c1)CCC3)c1ccc(C)c(C)c1	3	8	-0.9	3	-2.7	-4.1	1.9	-3	-3.2	-1.8	-20
Cc1cccc(NC(=O)CSCC(=O)N2CCN(c3cccc(C(F)(F)F)c3)CC2)c1	2	6	0.0	11	2.0	2.2	0.5	1	-0.2	-0.1	-10
CCOC(=O)c1[nH]c2cc3c(cc2c1CCCN1C(=O)c2ccccc2C1=O)OCCO3	2	-3	-0.3	-12	-1.0	0.7	0.7	-1	0.5	-1.8	6
Cc1ccc(S(=O)(=O)Nc2nc3ccccc3nc2NCC2CCCO2)c(C)c1 (stereo not given)	-190	-256	0.1	i	-0.8	-3.6	-1.9	-287	0.5	-1.4	-23
CCCSc1nc2c(cnn2-c2ccc(C)cc2)c(=O)[nH]1	3	-2	1.1	-4	-1.3	-1.1	0.8	4	-1.4	-1.7	-3
COc1ccccc1CC1CC(=O)N(c2cccc(Cl)c2C)C1=O (stereo not given)	1	1	-0.4	-4	-0.2	0.5	-0.7	-7	-0.4	-1.5	1

Fetched one by one from the list above, two records:
SMILES	PLCg1 inh	ADAM17 inh	DAX1 inh-1	ADAM10 inh	hcDAF12 agonist	hgDAF12 agonist	DAX1 inh-2	PLCb3 inh	FXN GAA850 act	ssDAF-12 act	sPLA2-III inh
O=c1ccnc(Nc2ccc3c(c2)OCCO3)[nH]1	4	0	-0.6	5	-2.3	0.2	x	3	-0.1	-0.4	2
O=[N+]([O-])c1ccc(N=Cc2c(O)ccc3ccccc23)cc1	1	0	0.8	7	0.3	0.3	0.8	-4	1.8	-0.8	-3

Compound activity deposited in PubChem BioAssay by The Scripps Research Institute Molecular Screening Center.

Outcome played no part in choosing rows; any-hit rate near 6.9%.
